Screening data from PubChem.
Growth percent in the NCI-60 one-dose screen (48 h, 10 µM unless noted): 100 = growth as untreated, 0 = no growth, -100 = all killed.
MOLT-4 = MOLT-4 leukemia cells; 6.9% of 80,000 active; AID 1794779
MDA-MB-231 = MDA-MB-231 breast cancer; 5% of 81,000 active
MDA-MB-435 = MDA-MB-435 melanoma | AID 1794794 | 7.8% of 82,000 active
MDA-MB-468 = MDA-MB-468 breast cancer; 8.5% of 78,000 active; AID 2202374
K-562 = K-562 leukemia | AID 1794777 | 7.4% of 78,000 active
SR = SR leukemia cells. 8.7% of 73,000 active. AID 1794780
RPMI-8226 = RPMI-8226 leukemia cells; 7.5% of 77,000 active
MCF7 = MCF7 breast cancer. 6.3% of 82,000 active. AID 1794796
Starred values were filed as active, the others as inactive; · = not tested or not shown; & = joins results of further samples. Rule for the calls: active = growth percent below 10; inactive = the rest.

SMILES	MOLT-4	MDA-MB-231	MDA-MB-435	MDA-MB-468	K-562	SR	RPMI-8226	MCF7
COc1cc(OC)cc(C(=O)NCCCl)c1	105	104	104	103	106	106	100	90
Cc1ccc(N(C(=O)C2CC2c2ccc(F)c(F)c2)C(C(=O)NCCN2CCOCC2)c2ccc([N+](=O)[O-])cc2)cc1 (stereo not given)	80	106	100	98	90	99	101	90
O=C(Cc1nc2ncccc2[nH]c1=O)N/N=C/c1ccc([N+](=O)[O-])cc1	86	96	93	93	99	79	83	·
Cc1ccc(CS/C(=C\c2ccc([N+](=O)[O-])cc2)C(=O)c2ccc(F)cc2)cc1	3.2*	61	33	81	-0.8*	0.1*	-18*	-5.0*
CCC1(CC)COC(c2ccccc2)OC1	96	102	111	95	116	102	104	109
CC(=O)Nc1ccc(Oc2c(/C=N/N=c3\sc4ccccc4n3C)c(C)nn2-c2ccccc2)cc1	27	72	95	91	23	66	71	89
c1ccc2c([C@@H]3CCCC[C@H](c4c[nH]c5ccccc45)c4c3[nH]c3ccccc43)c[nH]c2c1	27	59	57	73	52	41	47	16
C=C(C)[C@@H]1CC[C@]2(C(=O)NCc3ccc(OCc4cn(-c5ccc(Cl)c(Cl)c5)nn4)c(OC)c3)CC[C@]3(C)C(CCC4[C@@]5(C)CCC(OC(C)=O)C(C)(C)C5CC[C@]43C)C12 (stereo not given in full)	101	91	105	127	88	121	106	98
CN(C)c1ccc(/C=C(\C#N)c2nc3ccccc3n2C)cc1	29	49	-26*	·	32	29	16	18
COc1ccc2c(C)cc(=O)oc2c1OCC(O)CN1CCOCC1 (stereo not given)	90	106	104	113	92	·	100	100
CCC(CC)=NOC(=O)Nc1ccccc1	92	95	103	112	93	94	105	92
Cc1ccc2oc(=O)cc(CSc3nnc(SCc4cc(=O)oc5ccc(C)cc45)s3)c2c1	102	107	105	87	96	100	102	95
CCOC(=O)/C=C/CCCC1CCCCC1	112	96	91	87	113	100	108	101
CC1=NC(C(=O)O)CC1C (stereo not given)	104	113	101	109	105	102	108	107
CC(C)[C@H](NC(=O)[C@H](CC(=O)O)NC(=O)[C@H](CCCCN)NC(=O)[C@@H](N)CCCN=C(N)N)C(=O)N[C@@H](Cc1ccc(O)cc1)C(=O)O	105	84	98	111	108	105	101	100
O=C(O)c1ccccc1Br	97	103	112	112	97	91	104	102
O=[N+]([O-])c1ccc2c(c1)CCC2	92	121	109	115	103	·	97	108
CCC(=O)Oc1ccc(/C(=C(\C)c2ccccc2)c2ccc(OCCCN(C)C)cc2)cc1	77	109	95	106	70	78	98	38
O=C(Cn1ccccc1=O)Nc1ccccc1C(=O)c1ccccc1	113	108	97	98	114	100	96	96
O=[N+]([O-])c1cc(-c2cccnc2)n[nH]1	89	102	65	104	95	81	93	100
CC1CC(C)S(=O)(=O)C1 (stereo not given)	91	115	106	112	92	98	109	102
CCOC(=O)c1cc(C(=O)c2ccc(OC)c(OC)c2)n2ncc3ccccc3c12	69	89	99	95	89	73	79	86
C=C(C)[C@@H]1CC[C@]2(C(=O)N=C=S)CC[C@]3(C)[C@H](CC[C@@H]4[C@@]5(C)CCC(=O)C(C)(C)[C@@H]5CC[C@]43C)[C@@H]12	26	18	47	11	19	28	16	16
CC1(C)CC(=O)C2=C(C1)Nc1c(C#N)c(N)[nH]c(=O)c1C2c1ccc(Cl)c(Cl)c1 (stereo not given)	89	91	102	97	92	79	79	97
C=CCNC(=S)Nc1cccc(C(F)(F)F)c1	96	94	102	98	98	94	95	93
Nc1c(C(=O)Nc2ccc(Cl)c(Cl)c2)sc2nc3c(cc12)C(=O)CCC3	102	127	100	96	98	100	106	86
CC(C)OC(=O)Oc1ccccc1OC(=O)OC(C)C	93	110	102	99	102	111	96	104
O=C(Nc1ccc2c(c1)OCO2)C(=O)c1c[nH]c2ccc(F)cc12	68	78	52	96	28	60	77	74
CC1(C)OC2OC(COC(=O)c3ccccc3)C(O)C2O1 (stereo not given)	91&92	110&110	107	110&111	90&90	84&92	97&103	103&108
CCC1(C)NCCO1 (stereo not given)	128	86	108	100	114	119	96	110
CCOC(=O)c1sc2ncnc(Oc3ccc(NC(=O)Nc4ccc(Cl)cc4)cc3)c2c1C	81	78	86	99	98	65	·	76
N#Cc1cc(-c2nc3ccccc3s2)c(=O)n(NS(=O)(=O)c2ccccc2)c1N	107	91	102	118	104	108	103	105
NC(=O)c1ncn([C@@H]2O[C@H](CO)[C@@H](O)[C@H]2O)n1	72	89	101	84	88	·	87	·
COc1ccc(C2CC(=O)c3c(O)c(OC)c(OC)c(OC)c3O2)cc1O (stereo not given)	22	17	-47*	8.9*	12	23	34	25
COc1cc(CCN=Cc2cc(Cl)cc(Cl)c2O)c([N+](=O)[O-])cc1OC	95	94	102	96	95	91	92	93
O=c1oc2ccc3ccccc3c2cc1-c1nnc(-c2cc3ccccc3o2)c2nn(-c3ccccc3)cc12	70	61	40	81	38	36	73	47
O=C1CCC(c2ccccc2)=NN1	100	100	100	93	106	95	100	93
CC1Nc2c(ccc3ncccc23)C(=O)N1Nc1ccccc1 (stereo not given)	96	·	·	·	100	97	96	95
Cn1cnc2nc[nH]c2c1=O	100	111	100	107	99	96	99	94
NN=C1CCC(=NN)CC1	70	63	109	88	58	77	96	87
O=C(O)CCCN1C(=O)/C(=C/C(Cl)=C/c2ccccc2)SC1=S	9.6*	38	-15*	·	15	13	-13*	14
COC(=O)c1cc(C(=O)C(F)(F)F)n2c1ccc1c3ccccc3ccc12	107	101	100	97	98	105	99	97
COc1ccc(C(c2ccccc2OC)C(Cl)(Cl)Cl)cc1 (stereo not given)	83	82	104	82	94	·	89	106
NS(=O)(=O)c1ccc(C(=O)N/N=C/c2ccccc2O)cc1	24	59	76	64	74	22	92	55
CC(=O)Nc1ccc2c(c1)C(=Nc1ccc(C)cc1)c1ccccc1-2	97	91	100	70	95	108	112	35
CSC1SCC2C(=O)N(C)C(C(C)C)C(=O)OCC(NC(=O)c3cnc4ccccc4n3)C(=O)NC(C)C(=O)N(C)C1C(=O)N(C)C(C(C)C)C(=O)OCC(NC(=O)c1cnc3ccccc3n1)C(=O)NC(C)C(=O)N2C (stereo not given)	-34*	-8.1*	-83*	·	-62*	-38*	-30*	2.6*
ClCC#CCSc1ncnc2c1ncn2CC#CCCl	15	20	0.7*	-57*	18	15	·	20
CC(=O)OC[C@]12CC[C@@H](C(=O)/C=C/c3cccnc3)[C@@H]1[C@H]1CC[C@@H]3[C@@]4(C)CC[C@H](OC(C)=O)C(C)(C)[C@@H]4CC[C@@]3(C)[C@]1(C)CC2	-5.1*	-40*	-1.2*	-44*	13	6.4*	-5.5*	-27*
O=c1cccn[nH]1	103	113	·	116	102	122	107	100
O=C1/C(=C/c2cccs2)CCc2ccccc21	88	94	103	61	93	92	96	34

Following part.
SMILES	MOLT-4	MDA-MB-231	MDA-MB-435	MDA-MB-468	K-562	SR	RPMI-8226	MCF7
Cc1csc(C#Cc2cncc(O)c2)n1	105	107	97	·	127	110	99	98
CC(C)=CC(=O)OC(=O)C=C(C)C	101	100	107	93	99	95	109	95
CCn1c(Sc2nnc(NC(=O)CCN3CCCCC3)s2)nc2c1c(=O)n(C)c(=O)n2C	101	107	104	110	100	96	·	101
CCN(CC)c1ccc(-c2cc(-c3cc(OC)c(OC)c(OC)c3)nc(N3CCOCC3)c2C#N)cc1	19	-11*	-28*	33	1.7*	-8.4*	-33*	30
CC(C)CCNc1ccc(Cl)cc1	112	96	106	87	108	102	99	97
COc1cc2c(cc1OC)C(Sc1ccc(Cl)cc1)c1c(nc(N)c(C#N)c1N)O2 (stereo not given)	1.0*	-20*	-44*	-24*	1.0*	-13*	-24*	-52*
O=c1oc(-c2ccc(Cl)cc2Cl)nc2cc(Cl)ccc12	107	109	89	94	83	104	67	89
C#CCN(C)CCCOc1ccc(N(C)C(=O)c2cc(C(C)C)c(O)cc2O)cc1Cl	-14*	-16*	4.7*	-31*	3.6*	-14*	8.9*	7.6*
CCCCNCC(C)C(=O)OC (stereo not given)	104	119	109	125	99	100	104	119
C1CCCc2c(-c3n[nH]c4c3CCCCCC4)n[nH]c2CC1	108	·	104	102	78	·	98	93
Oc1ccccc1-c1nc2ccccn2c1NCCN1CCOCC1	98	93	102	109	83	·	93	97
O=S(=O)(CCN1CCCCC1)CCS(=O)(=O)CCN1CCCCC1	99	104	120	100	98	95	98	96
CCOC(=O)C1(C(=O)OCC)NC(=O)CC1CC (stereo not given)	97	106	104	96	·	88	108	94
Nc1nc(-c2cccc([N+](=O)[O-])c2)c(N=Nc2ccc(Br)cc2)s1	30	-47*	0.6*	-46*	17	51	15	7.6*
NCc1ccncc1	103	109	105	105	111	102	·	98
Fc1ccc2nc(-c3nc(-c4ccccc4F)n4ccccc34)[nH]c2c1	70	69	93	57	88	72	51	36
CC(=O)c1nn(-c2ccccc2)/c(=N\N=C\c2coc3ccc(F)cc3c2=O)s1	100	88	103	115	95	96	92	90
Cc1ccccc1OCC(=O)O	102	97	111	113	109	102	128	102
Cc1ccc(COc2ccc(NC(=O)Nc3ccc(Cl)c(C(F)(F)F)c3)cc2)cc1	74	90	86	-14*	67	55	40	42
Cc1cc(C)c(NS(=O)(=O)c2ccccc2)c(C)c1NS(=O)(=O)c1ccccc1	88	99	116	93	80	109	88	100
